ER stress rescue: protection against thapsigargin-triggered cell killing – 384-well, CSM14.1, ATP luminescence, primary screen (AID 1222) | CSM14.1 thapsigargin-induced death rescue, ATP luminescence; higher % means a stronger effect | cellular ATP content (survival), % at 20 µM, or EC50 in µM where a hit was titrated | 190,000 tested, under 10 active;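 active = EC50 below 50 µM in the dose-response confirmation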;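 note: death triggered by thapsigargin at about 15 µM added after 2 h compound pretreatment; cell ATP read after overnight thapsigargin exposure of roughly 18 to 22 hours; normalized against plate controls of thapsigargin alone and 5% DMSO vehicle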
NTR1 agonist: agonists of NTR1, primary screen, imaging, U2OS cells, beta-arrestin-GFP, high content (AID 493036). P30989. NTR1-U2OS beta-arrestin-GFP spot imaging, agonist mode. activation, % at 20 µM. 330,000 compounds, 0.17% hits;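 active = activation at or above 40% of the spot to cytoplasm intensity ratio, with at least 20 cells analyzed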;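 note: 0% = DMSO without peptide and 100% = 100 nM NTR1 peptide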
Target sequence (P30989 whole entry, looked up): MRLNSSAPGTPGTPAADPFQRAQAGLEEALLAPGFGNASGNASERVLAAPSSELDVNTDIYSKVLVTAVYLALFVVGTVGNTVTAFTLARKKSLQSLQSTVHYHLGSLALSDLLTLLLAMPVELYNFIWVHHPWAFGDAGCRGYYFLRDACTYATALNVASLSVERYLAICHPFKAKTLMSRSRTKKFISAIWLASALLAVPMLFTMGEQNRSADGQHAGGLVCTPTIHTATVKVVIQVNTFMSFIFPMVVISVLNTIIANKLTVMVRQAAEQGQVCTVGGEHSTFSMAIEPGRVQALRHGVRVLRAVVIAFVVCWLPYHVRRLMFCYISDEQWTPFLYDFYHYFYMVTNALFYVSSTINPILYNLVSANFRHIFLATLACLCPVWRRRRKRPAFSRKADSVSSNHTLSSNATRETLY
GPR55 activation: selective activators of receptor GPR55 – imaging, U2OS cells, beta-arrestin-GFP redistribution, primary screen (AID 1961) | 290,000 compounds, 0.048% hits | one-dose activation, % at 10 µM; EC50 in µM for titrated hits | U2OS GPR55 beta-arrestin-GFP redistribution imaging; higher % means a stronger effect;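 active = activation above 40% with more than 50 cells counted in the well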;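 note: U2OS osteosarcoma cells stably expressing GPR55 and beta-arrestin-GFP; plate controls were DMSO negative control for no effect and LPI positive control for full effect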
NOD1 NF-kB reporter: inhibition of NOD1-driven NF-kB reporter – cell-based, luminescence, uHTS, primary screen (AID 1578); NOD1-driven NF-kB luciferase reporter cells, luminescence; higher % means a stronger effect; one-dose inhibition, % at 4 µM; EC50 in µM for titrated hits; 290,000 compounds, 1% hits; in the data active = inhibition mostly above about 36%, no sharp cut-off; inactive = mostly below about 34%;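 note: HEK-293T reporter cells stimulated with the NOD1 agonist gamma-tri-DAP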
KOR beta-arrestin-1: kappa opioid receptor activators – cell-based, luminescence, uHTS, primary screen (AID 1777); 280,000 compounds, 0.02% hits; activation, % at 10 µM; hits with a dose series show EC50 in µM; KOR beta-arrestin recruitment, luminescence; higher % means a stronger effect; in the data active = activation above about 50%, passing the limit was not always enough; note: a part of the inactive calls stands beside numbers as strong as those of hits
KOR beta-arrestin-2: kappa opioid receptor blockers – cell-based, luminescence, uHTS (AID 1778); 290,000 compounds, 0.091% hits; KOR beta-arrestin recruitment, luminescence, antagonist mode; higher % means a stronger effect; inhibition, % at 10 µM; hits with a dose series show IC50 in µM; note: strong numbers were not always called active
HEK293 NOD2/NF-kB: NOD2 signaling inhibitors, cell-based, luminescence, uHTS, HEK293 (AID 1566) | HEK293 NOD2/NF-kB luciferase reporter, luminescence; higher % means a stronger effect | inhibition, % at 4 µM, or EC50 in µM where a hit was titrated | 290,000 compounds, 0.63% hits; note: many of its hits are not listed in these tables
Yfh1-off respiration: mitochondrial function rescue without frataxin homolog – Friedreich's ataxia, plus single-dose screen, dose response (AID 1465); 220,000 compounds, 0.074% hits; fold induction at 50 µM, or EC50 in µM where a hit was titrated; S. cerevisiae Yfh1-off respiration, WST-1 reduction, 72 h; higher fold induction means a stronger effect;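 active = fold induction of absorbance versus untreated yeast above a set limit, then at least 30% activation at any dose in follow-up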;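 note: activators that raise dye reduction in frataxin-depleted yeast; strong numbers were not always called active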
TNAP activators: stimulation of alkaline phosphatase TNAP activity – biochemical, luminescent, no phosphate acceptor, uHTS, primary screen (AID 1001); purified TNAP, luminescent activation assay, no phosphate acceptor; higher activation fold means a stronger effect; activation fold at 20 µM, or EC50 in µM where a hit was titrated; 200,000 compounds, 0.03% hits; in the data active = activation fold from about 3, or a potency from the dose series; inactive = the rest, 99 in 100 with activation fold below about 1.6; note: many of its hits are not listed in these tables
NTR1 agonist cell count 20 µM: second read-out of NTR1 agonist, no call of its own (marks repeat the call); cell count; measured here: cell count, cytotoxicity flag
Numbers without * were called inactive; i = inactive; . = not tested or not shown; [ ] = remark or other dose. Cut-off read from the data, not from the text of the source, unless noted: active = inhibition above about 50%; inactive = the rest.

Results follow in this order: ER stress rescue	NTR1 agonist	NTR1 agonist cell count 20 µM	GPR55 activation	NOD1 NF-kB reporter	KOR beta-arrestin-1	KOR beta-arrestin-2	HEK293 NOD2/NF-kB	Yfh1-off respiration	TNAP activators
CCOC(=O)Cc1c(C)nc2cc(-c3ccc(Cl)cc3)[nH]n2c1=O
  7.5%	-1.4	84	0.0%	-34%	-2.1%	10%	-31%	i	1
CCOc1ccccc1/C=N/Nc1ccccc1[N+](=O)[O-]
  -1.3%	3.6	57	-0.2%	-92%	3.6%	-2%	-58%	i	0.9
O=C(Nc1ccc(Nc2ccccc2)cc1)c1cccc(F)c1
  .	6.6	71	0.2%	-65%	4.5%	1%	-52%	.	.
Cc1cc(C)nc(-n2nc(C)cc2NC(=O)C(C)C)n1
  0.2%	-0.6	40	0.6%	-17%	8.2%	12%	-14%	i	1
Cc1ccc(Nc2cc(C)nc3nnnn23)cc1
  -2.0%	0.7	61	0.0%	-7%	-4.5%	27%	6%	i	1
Cc1ccc(NC(=O)c2ccccc2OCc2ccc([N+](=O)[O-])cc2)nc1
  -0.7%	1.3	45	0.1%	-38%	-5.0%	-16%	-8%	i	1.1
COc1ccc(Cl)cc1Nc1nc(C)cc(C)c1C(N)=O
  -2.4%	-0.1	49	-0.4%	-8%	-3.2%	27%	10%	i	1.1
NC1CCN(c2c(F)cc3c(=O)c(C(=O)O)cn(C4CC4)c3c2Cl)C1 (configuration not stated)
  .	-0.8	49	-0.1%	10%	3.3%	5%	18%	i	.
CCC(CC)C(=O)Nc1ccc(Nc2ccccc2)cc1
  -7.5%	3.1	24	-0.2%	-42%	2.0%	.	-5%	i	1
Cc1nnc(NC(=O)c2ccc3ccccc3n2)s1
  -6.4%	0.3	43	0.1%	5%	1.1%	-42%	-31%	i	2.4
Cc1cccc(N2C(=O)SC(N(C)c3ccccc3)C2=O)c1 (configuration not stated)
  -2.2%	0.6	70	-0.1%	-10%	2.6%	6%	-3%	i	1.2
C/C(=N/NC(=O)c1cccs1)c1ccc(NC(=O)COc2ccc(Cl)cc2)cc1
  -1.9%	12	57	0.0%	-4%	-3.6%	5%	-11%	i	1.1
CN1C(=O)C2(c3ccccc31)c1c(oc3ccccc3c1=O)C(=O)N2CCO (configuration not stated)
  .	-0.6	52	-0.3%	0%	0.3%	12%	9%	i	.
COCc1cc(=O)[nH]c(Cc2c(Cl)cccc2Cl)n1
  .	-2.0	70	0.0%	-6%	0.0%	32%	6%	.	.
CN(CC(=O)Nc1cc(S(=O)(=O)N2CCOCC2)ccc1Cl)C1CCS(=O)(=O)C1 (configuration not stated)
  -0.6%	1.1	55	-0.5%	-8%	-1.0%	18%	2%	i	1.1
COc1ccc(CC(=O)NCC2(N3CCCCC3)CCCCC2)cc1
  -1.3%	0.8	43	0.4%	-20%	-1.7%	38%	13%	i	1.1
COc1ccccc1C(=O)NNC(=O)c1cccc(C)c1
  .	1.8	59	-0.1%	-51%	2.6%	0%[20 µM]	-48%	.	.
O=S(=O)(Nc1cccc(S(=O)(=O)N2CCOCC2)c1)c1ccc2c(c1)OCCO2
  -3.1%	-0.8	26	0.5%	-20%	2.1%	-24%	2%	i	1
O=c1c2sccc2n(Cc2cc(=O)n3ccccc3n2)c(=O)n1-c1ccccc1
  -1.1%	2.2	79	0.1%	-25%	4.0%	6%	-5%	i	1.1
Cc1ccc(C(C(=O)NC2CCCC2)N(C(=O)Cc2cccs2)c2ccc(C)c(C)c2)o1 (configuration not stated)
  -1.5%	5.0	38	0.3%	-20%	-5.2%	24%	-38%	i	1.2

Compounds listed so far that have an NH in an aromatic ring, in the order listed:
Results follow in this order: ER stress rescue	NTR1 agonist	NTR1 agonist cell count 20 µM	GPR55 activation	NOD1 NF-kB reporter	KOR beta-arrestin-1	KOR beta-arrestin-2	HEK293 NOD2/NF-kB	Yfh1-off respiration	TNAP activators
CCOC(=O)Cc1c(C)nc2cc(-c3ccc(Cl)cc3)[nH]n2c1=O
  7.5%	-1.4	84	0.0%	-34%	-2.1%	10%	-31%	i	1
COCc1cc(=O)[nH]c(Cc2c(Cl)cccc2Cl)n1
  .	-2.0	70	0.0%	-6%	0.0%	32%	6%	.	.

Additional compounds:
Results follow in this order: ER stress rescue	NTR1 agonist	NTR1 agonist cell count 20 µM	GPR55 activation	NOD1 NF-kB reporter	KOR beta-arrestin-1	KOR beta-arrestin-2	HEK293 NOD2/NF-kB	Yfh1-off respiration	TNAP activators
N#Cc1nc(-c2ccccc2F)oc1NCc1cccc2c1OCO2
  -1.1%	2.4	54	-0.2%	-18%	-1.6%	19%	-8%	i	1.1
Cc1ccc(C)c(NC(=O)NNS(=O)(=O)c2ccc(C)c(C)c2)c1
  .	-0.6	67	-0.1%	-18%	-4.4%	22%	4%	.	.
CC(C)CCNC(=O)C(=O)NC1CCCC1
  4.9%	-0.9	77	-0.1%	-47%	-0.2%	22%	-6%	i	1.1
Cc1ccc(C(=O)C(C)N2C(=O)NC(C)(c3ccccc3)C2=O)cc1 (configuration not stated)
  -0.3%	-0.2	34	0.2%	-36%	-0.4%	8%	0%	i	1.1
C[C@@H](NC(=O)c1nc[nH]c1C(=O)NCC(=O)OC(C)(C)C)c1ccccc1
  .	-2.4	104	-0.2%	27%	-5.7%	-12%[20 µM]	-20%	.	.
CCCCC12CN3CCN(CC(C3)/C1=N\NC(=O)c1ccccc1N)C2
  -0.1%	1.1	64	1.0%	-2%	-1.2%	-6%	2%	i	1.1
N#C/C(=C\c1cccs1)C(=O)NCc1cccnc1
  1.7%	1.4	84	-0.5%	-16%	-5.5%	25%	18%	i	1
CCOC(=O)N1CCN(C(=O)c2ccccc2CCc2ccccc2)CC1
  .	1.3	44	-0.2%	-13%	-0.3%	44%	3%	i	1.1
COC(=O)c1nc2ccccn2c1F
  2.9%	0.5	71	-0.3%	-19%	-7.7%	13%	14%	i	1.1
Cc1nc2ccc3nc(NC(=O)c4ccc(S(=O)(=O)N5CCOCC5)cc4)sc3c2s1
  0.4%	-1.1	114	-0.1%	20%	1.2%	12%	-2%	i	1
C=CCOc1ccccc1CNCCc1ccc(S(N)(=O)=O)cc1
  1.2%	1.1	90	0.1%	-12%	-4.0%	16%	10%	i	1
CCC(=O)Oc1c(S(=O)(=O)c2ccc(C)cc2)c(C)nn1C(C)(C)C
  1.4%	2.8	43	0.6%	16%	-3.3%	41%	-40%	i	1.1
Cc1ccc(OCC(=O)Nc2sc3c(c2C#N)CCC3)cc1
  -0.8%	4.3	47	0.0%	-133%	11%	-32%	-75%	i	1.1
CCNC(=O)CSc1nc2cc(S(=O)(=O)Nc3ccc(OC)cc3)ccc2o1
  .	0.2	75	-0.2%	-22%	0.2%	6%	16%	.	.
COc1ccc(-n2c(C)cc(/C=C/c3nc(O)c([N+](=O)[O-])c(=O)[nH]3)c2C)cc1
  2.0%	2.1	96	0.1%	-20%	-4.9%	29%	9%	i	0.9
CC(C)Cc1ccc(/C=C/C(=O)N2CCOCC2)cc1
  0.4%	0.9	57	-0.5%	-63%	-2.2%	5%	-85%	i	1.1
C=C(C)CSc1nnc(CCCCCNC(=O)OC(C)(C)C)o1
  .	0.1	39	0.0%	3%	0.8%	26%	4%	i	.
Cc1[nH]c(C)c(S(=O)(=O)Nc2cccc(Cl)c2C)c1C(=O)N1CCCC1
  .	1.8	58	0.2%	-16%	-4.7%	-32%	4%	.	.
CCOC(=O)c1c(-c2ccc(F)cc2)csc1NC(=O)c1c(-c2ccccc2)noc1C
  -2.2%	-0.1	66	1.2%	-17%	-1.5%	-15%	-1%	i	1.1
COc1ccc(N2C(=O)C(CC(=O)O)S/C2=C\C(C)=O)cc1 (configuration not stated)
  -1.6%	-2.6	62	0.6%	15%	7.7%	-49%	-2%	i	1.1

Remaining list, next part:
Results follow in this order: ER stress rescue	NTR1 agonist	NTR1 agonist cell count 20 µM	GPR55 activation	NOD1 NF-kB reporter	KOR beta-arrestin-1	KOR beta-arrestin-2	HEK293 NOD2/NF-kB	Yfh1-off respiration	TNAP activators
CCOC(=O)C1CCN(C(=O)C2CCN(S(=O)(=O)c3ccc4ccccc4c3)CC2)CC1
  .	-0.7	76	-0.1%	-8%	-1.3%	10%	8%	.	.
CCOC(=O)C1CCN(S(=O)(=O)c2cccc(-c3cn4ccccc4n3)c2)CC1
  0.3%	0.0	39	-0.1%	6%	0.6%	-5%	-2%	i	1.1
Cc1ccccc1-c1cccc([C@@H]2C[C@H]3CN(Cc4cccnc4)C(=O)[C@]34CCCN24)c1
  3.3%	-0.9	75	-0.3%	1%	-5.7%	1%	2%	i	1.1
COc1ccc(S(=O)(=O)N(CC(=O)NCCSc2ccccn2)c2ccccc2)cc1
  .	1.9	44	-0.2%	-6%	-2.8%	23%	13%	.	.
CC1CCCC(C)N1CCCNC(=O)c1nn(C)c2c1CSc1ccccc1-2 (configuration not stated)
  .	0.1	69	-0.1%	-17%	-1.5%	-34%	-27%	.	.
Cc1ccc2nc(-c3ccncc3)cc(C(=O)Nc3ccc4c(c3)OCCO4)c2c1
  -0.3%	7.3	57	-0.1%	10%	4.4%	-472%[20 µM]	-52%	i	0.9
CCCn1c(=O)c2c(nc3n2CC(C)CN3Cc2ccccc2)n(C)c1=O (configuration not stated)
  .	0.4	75	0.3%	-6%	-0.9%	6%	-1%	.	.
CCOC(=O)CC1C(=O)NCCN1C(=O)c1ccc(F)cc1F (configuration not stated)
  -3.5%	-1.1	33	0.6%	-6%	3.4%	-26%	7%	i	1.1
Cc1[nH]c2ccccc2c1C(=O)CSC(=S)N1CCCCC1
  -2.9%	12	52	0.1%	-14%	-2.9%	27%	-14%	i	1
COCCN(C(=O)CCC(=O)Nc1ccccn1)C(C(=O)NC(C)C)c1ccc(C)cc1 (configuration not stated)
  .	-1.1	48	0.3%	-21%	-1.9%	6%	13%	.	.
Cn1c(SCC(=O)NNC(=O)Cc2ccccc2)nnc1-c1ccccc1
  -3.3%	-0.7	56	-0.3%	-16%	4.5%	-9%	9%	i	1.9
COc1ccc(CCC(=O)Nc2ccc(C)c(S(=O)(=O)N(C)C)c2)cc1OC
  -0.3%	-0.7	67	-0.2%	15%	6.0%	-59%	27%	i	1.1
CCOc1cc(/C=C\c2nc(O)c([N+](=O)[O-])c(=O)[nH]2)ccc1OC(C)C
  .	0.0	54	-0.1%	-5%	1.5%	0%	-1%	.	.
C=CCNC(=O)C(=O)c1c(-c2ccccc2)[nH]c2ccccc12
  2.4%	-2.1	67	-0.2%	-16%	-2.1%	10%	2%	i	1.1

Assay outcomes from PubChem BioAssay.

This is a subset, so the mix of outcomes need not match the whole.
